Screening results deposited in PubChem by several laboratories.
Neddylation inh = inhibitors of human cullin neddylation. P61081+Q13564. TR-FRET cullin neddylation, biochemical. calls only at 25 µM. 360,000 tested, 0.58% active. AID 651699; in the data active = inhibition above about 36%
CSN deneddyl inh = blocks human CSN-mediated cullin deneddylation. Purified CSN, SCF-Nedd8-OG deneddylation, fluorescence polarization. inhibition, % at 12.5 µM. 360,000 tested, 0.38% active. AID 651999;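 active = pattern-corrected inhibition above about 35%, with an unprinted fluorescence ratio check between 0.5 and 1.5, limit read from the data, passing the limit was not always enough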;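 also: 0% = enzyme with substrate and 100% = substrate without enzyme; some results filed as inactive read as strong as hits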
Target sequence (Q92905 whole entry, looked up, one chain of several): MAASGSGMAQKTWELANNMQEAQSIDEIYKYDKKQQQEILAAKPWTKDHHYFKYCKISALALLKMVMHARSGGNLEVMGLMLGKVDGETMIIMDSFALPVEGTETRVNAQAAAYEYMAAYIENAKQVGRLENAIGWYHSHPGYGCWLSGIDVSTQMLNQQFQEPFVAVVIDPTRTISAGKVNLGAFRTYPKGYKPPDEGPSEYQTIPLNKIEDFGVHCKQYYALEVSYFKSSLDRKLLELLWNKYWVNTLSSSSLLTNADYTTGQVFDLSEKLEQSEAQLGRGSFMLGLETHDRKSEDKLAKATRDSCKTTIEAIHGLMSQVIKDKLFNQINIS
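Assay system: HEK293T-derived human Csn5 enzyme; quantity: 0.24 nM enzyme; medium: Tris/NaCl/DTT buffer, pH 7.5; also added: substrate SCFSkp2-Nedd8OG, 10 nM; doses: 12.5 µM compound; schedule: 90 min reaction at room temperature; signal: FP; read-out: % inhibition of substrate cleavage by Csn5; benchmarks: substrate-only high control, full reaction low control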
bovine MsrA act = bovine methionine sulfoxide reductase A activation | purified bovine MsrA, absorbance read-out | activation, % at 10.6 µM | 360,000 tested, 0.3% active | AID 602163; in the data active = activation above about 7.5%;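 also: 0% = vehicle and 100% = reference activator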
Tb MetRS inh = Trypanosoma brucei MetRS inhibition; purified T. brucei MetRS, ATP depletion, Kinase-Glo luminescence; inhibition, % at 11.9 µM; 360,000 tested, 0.4% active;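 active = inhibition above a per-plate cutoff of the control wells' mean inhibition plus 3 SD, cut at about 5.5% in these data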;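 also: 0% = DMSO wells median and 100% = median of wells with control inhibitor compound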
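Material: parasite MetRS enzyme / Replication: singlicate, one well per compound / Signal: luminescence of leftover ATP / Schedule: 2 h aminoacylation at 25 °C after 15 min preincubation / Medium: HEPES-MgCl2-KCl buffer plus DTT, spermine, BSA, pyrophosphatase / Doses: 11.9 µM single point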
E coli Lon inh = inhibits E. coli Lon protease; inhibition, % at 7.94 µM; AID 602123; 360,000 tested, 0.42% active; P0A9M0; purified E. coli Lon protease, fluorescence polarization; in the data active = inhibition above about 13%, passing the limit was not always enough;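 also: 0% = enzyme with probe and DMSO and 100% = no enzyme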
Target sequence (P0A9M0 whole entry, looked up): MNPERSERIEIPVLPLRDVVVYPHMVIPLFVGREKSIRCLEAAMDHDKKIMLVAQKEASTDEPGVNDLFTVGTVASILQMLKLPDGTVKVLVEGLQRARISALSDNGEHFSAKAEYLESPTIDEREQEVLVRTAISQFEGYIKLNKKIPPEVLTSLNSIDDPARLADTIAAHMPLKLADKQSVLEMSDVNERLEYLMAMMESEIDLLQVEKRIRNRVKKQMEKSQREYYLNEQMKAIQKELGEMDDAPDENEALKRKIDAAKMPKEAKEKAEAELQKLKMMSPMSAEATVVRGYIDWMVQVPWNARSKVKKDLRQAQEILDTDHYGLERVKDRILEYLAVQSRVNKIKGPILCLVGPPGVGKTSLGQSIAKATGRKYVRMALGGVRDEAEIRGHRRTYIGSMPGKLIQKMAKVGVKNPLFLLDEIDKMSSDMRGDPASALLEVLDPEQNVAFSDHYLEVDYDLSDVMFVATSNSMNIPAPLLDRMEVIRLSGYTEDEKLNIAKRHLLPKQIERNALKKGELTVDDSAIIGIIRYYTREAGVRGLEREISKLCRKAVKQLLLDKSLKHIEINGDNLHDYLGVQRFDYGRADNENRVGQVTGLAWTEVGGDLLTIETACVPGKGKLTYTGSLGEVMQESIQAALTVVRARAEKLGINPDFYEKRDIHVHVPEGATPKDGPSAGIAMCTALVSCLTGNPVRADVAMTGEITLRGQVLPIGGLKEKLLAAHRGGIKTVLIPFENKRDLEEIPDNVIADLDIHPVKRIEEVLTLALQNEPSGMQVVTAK
MsrA inh = inhibitors of bovine MsrA; purified bovine MsrA, absorbance read-out; inhibition, % at 15.5 µM; 360,000 tested, 0.75% active; in the data active = inhibition above about 4.5%;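 also: 0% = vehicle wells with enzyme and 100% = reference inhibitor wells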
Rin1 Abl inh = inhibitors of human Rin1-Abl protein interaction; TR-FRET Rin1/Abl binding, biochemical; inhibition, % at 7.35 µM; 360,000 tested, 0.4% active; in the data active = inhibition above about 5%, passing the limit was not always enough
PABP1 MLLE inh = inhibitors of microRNA-mediated deadenylation, human PABP1 MLLE binding | P11940 | 360,000 tested, 0.36% active | GST-MLLE / FITC-PAM2 fluorescence polarization | inhibition, % at 20 µM; in the data active = inhibition above about 35%, passing the limit was not always enough;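 also: plate controls were DMSO wells with GST-MLLE for no effect and wells lacking GST-MLLE protein for full effect; some results filed as inactive read as strong as hits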
FAS TE block = inhibitors of human fatty acid synthase thioesterase domain; inhibition, % at 15 µM; 360,000 tested, 0.67% active; recombinant FAS-TE, OMFH fluorogenic substrate, fluorescence endpoint;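 active = compounds whose normalised, plate-corrected inhibition of enzyme fluorescence in the single-dose primary screen is 50% or more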;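 also: 0% = DMSO with enzyme and 100% = substrate without enzyme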
Numbers without * were called inactive; i = inactive; . = not tested or not shown; + = active, no number.

SMILES	Neddylation inh	CSN deneddyl inh	bovine MsrA act	Tb MetRS inh	E coli Lon inh	MsrA inh	Rin1 Abl inh	PABP1 MLLE inh	FAS TE block
COc1cccc(C2CC(c3cccc(Br)c3)n3nc(N)nc3N2)c1 (configuration not stated)	i	1	-2	-0.4	-5	-0.1	2	-3	-4
CC1CC(C)CN(CCCNC(=O)c2cc3c(=O)[nH]c4ccccc4c3n2C)C1 (configuration not stated)	+	4	-5	-0.6	-9	0.4	1	-6	-5
CCOC(=O)c1c(C)c(C(=O)OCC)n(C)c1C	i	3	-1	1.0	-5	-0.2	1	-6	1
Cc1ccc(-n2ccnc(SCC(=O)NC3CCCC3)c2=O)cc1Cl	i	6	1	-0.3	-8	-0.2	-1	31	-5
Cc1ccc(Cn2c(=O)cc(C(=O)O)c3ccccc32)cc1	i	6	-3	0.0	4	.	1	-4	-6
CC(C)(C)OC(=O)N[C@@H](Cc1ccccc1)C(=O)N1CCC(C(=O)NCC(=O)O)CC1	i	-2	-3	-0.5	7	-0.2	-1	5	0
O=C(Cc1c(F)cccc1Cl)Nc1ncc([N+](=O)[O-])s1	i	-2	-1	-0.1	-2	1.7	0	4	3
O=C(Nc1nncs1)C12CC3CC(CC(C3)C1)C2	i	-2	0	-0.2	-3	0.7	6	1	-4
O=C(CCC(=O)Nc1ccccc1Cl)NNC(=O)Nc1cccc([N+](=O)[O-])c1	i	2	-5	-0.3	11	-0.1	-2	5	5
CN1C(=O)/C(=C/C=C2\SCCN2C)OC1=S	i	69	-2	-0.1	-310	1.1	-9	-148	-15
CCC(=O)NC(Nc1nc(C)cs1)(C(=O)OC)C(F)(F)F (configuration not stated)	i	-7	-4	-0.1	-5	0.9	-4	-1	-10
CC(=O)Nc1ccccc1NC(=O)C/C(C)=N/NC(=O)Cc1cccc2ccccc12	i	7	-1	-0.3	9	0.0	1	-22	2
O=C(Nc1nc(-c2ccccn2)cs1)C1COc2ccccc2O1 (configuration not stated)	i	3	1	-0.2	3	-0.7	-5	-38	11
COCCn1c(SCC(=O)Nc2ccc(OC)cc2)nnc1-c1ccoc1C	i	-1	-2	0.4	-9	2.5	2	1	-2
N#Cc1ccsc1NC(=O)COC(=O)c1ccc(Br)o1	i	4	-3	-0.5	-7	-1.4	2	-17	-4
CCN(CC)S(=O)(=O)c1cc(NC(=O)COc2ccc(C#N)cc2OC)ccc1C	i	-3	-3	0.3	11	-0.9	1	1	18
CCOC(=O)/C=C1\SCC(=O)N1CC(=O)NCc1cccc(Cl)c1	i	3	0	0.3	-9	0.2	2	4	-8
COc1ccc(-n2c(SCC(=O)Nc3ccc(C(=O)O)cc3)nnc2-c2ccccc2)cc1OC	i	-2	-3	-0.3	-5	1.1	2	12	-4
O=C(O)C=Cc1c[nH]c2nccnc12	i	8	1	0.0	-9	1.3	3	4	-7
O=C(CSc1nnc(COc2ccc(F)cc2)o1)N1c2ccccc2CCc2ccccc21	i	2	-2	0.3	1	1.2	-1	7	27
CCN(CC)c1nc(OCCNC(=O)Nc2ccccc2)nc(N(CC)CC)n1	i	-1	-1	-0.3	4	2.2	-1	-9	14
O=C(CCc1nnc(CCCCc2ccccc2)o1)NC1CCCC1	i	-3	-6	-1.0	2	1.0	-1	-11	-2
CC1=C(C(=O)OCc2ccccc2)C(c2ccccc2Cl)NC(=O)N1CCCCCC(=O)O (configuration not stated)	i	-1	-1	-0.3	0	0.3	0	-1	-7
N#Cc1ccsc1NC(=O)CN1CCN(c2ccccc2O)CC1	i	0	-1	-0.3	-12	0.1	-2	-14	-4
COc1ccc(CCNS(=O)(=O)c2ccc(N3CCCC3=O)cc2)cc1	i	2	-1	-1.1	-5	0.8	0	11	-2

(listing goes on)
SMILES	Neddylation inh	CSN deneddyl inh	bovine MsrA act	Tb MetRS inh	E coli Lon inh	MsrA inh	Rin1 Abl inh	PABP1 MLLE inh	FAS TE block
Cc1ccc(C)c(OCc2cc(C(=O)N3CCC(N4CCCC(O)C4)CC3)no2)c1 (configuration not stated)	i	5	-2	-0.3	-1	0.2	6	-22	-4
N#Cc1nc(/C=C/c2ccccc2)oc1NCCCN1CCOCC1	i	-1	-3	-0.1	2	2.6	-1	-9	-2
O=C(Cc1c(F)cccc1Cl)NCCc1c[nH]c2ccccc12	i	1	-6	-1.3	8	-0.1	2	2	-1
COc1ccc(C)cc1S(=O)(=O)N1CCN(C(=O)c2ncoc2-c2ccc(F)cc2)CC1	i	0	-8	-1.0	1	0.9	3	4	9
COc1ccc(S(=O)(=O)N(C)CC(=O)Nc2ccc(C(N)=O)cc2)cc1OC	i	5	-7	-0.2	3	1.6	4	6	-3
Cc1nc(C(=O)NNC(=O)c2ccc(Cl)cc2)cs1	i	3	-4	-0.8	9	-0.1	0	-10	-6
CSCCNC(=O)c1ccc(OC2CCN(S(=O)(=O)N(C)C)CC2)cc1	i	-2	-2	-0.3	1	-0.6	0	-3	-1
CCC(=O)N1N=C2CC(C)(C)OCC2C1c1ccccc1 (configuration not stated)	i	2	-11	-1.8	8	0.1	2	11	-2
CCCNC(=S)NNC(=O)c1cc(C2CC2)nc2ccccc12	i	1	2	-0.5	-11	-0.4	-5	-1	-6
CCN(CC(=O)Nc1ccc(OC)cc1)C(=O)CSCc1ccc(C)cc1	i	-4	-5	-0.3	-2	0.6	0	10	10
CCOC(=O)c1cnn(-c2nc(SC)nc3sc4c(c23)CCC4)c1N	i	0	-2	-0.9	-3	0.5	-1	-11	-11
CSc1nc(N)n2nc(-c3ccc(Cl)cc3)cc2n1	i	2	-2	3.4	-4	-0.1	0	-3	-5
CSc1ccc(C(=O)C2CCCN(C(=O)CCn3cncn3)C2)cc1 (configuration not stated)	i	-1	0	-0.5	-2	-0.2	-3	-1	-5
Cc1ccnc(NCc2cc(Cl)cc(Cl)c2O)c1	i	1	-2	0.6	1	0.5	-1	9	15
Cc1cc(=O)[nH]c2c(C)cc(S(=O)(=O)N3CCOCC3)cc12	i	6	-2	0.1	-7	3.2	-5	-5	-4
COC(=O)COc1ccc(S(=O)(=O)N2CCOCC2)cc1C	i	3	-1	-0.9	-5	-0.2	2	-6	-10
CCn1c(SCC(=O)Nc2ccccc2F)nnc1-c1cnccn1	i	5	-3	-0.5	-11	-0.2	3	-14	-6
O=C(/C=C/c1cn(-c2ccccc2)nc1-c1ccc2c(c1)OCCO2)NCCO	i	0	0	0.2	-3	2.1	0	10	0
Clc1ccccc1Cn1nnc(-c2ccccc2)n1	i	-1	-4	-1.6	-8	1.3	2	0	0
O=C(CNc1ccc2ccccc2c1)N/N=C/C=C/c1cccc([N+](=O)[O-])c1	i	-6	-2	0.4	-19	-0.6	-3	9	5
Cc1cccc(NCc2ccccc2O)n1	i	2	-11	-0.6	1	0.5	-1	-9	-11
Cc1c(-n2c(SCC(=O)O)nnc2-c2ccccc2Br)c(=O)n(-c2ccccc2)n1C	i	0	-2	-0.3	-1	-1.2	1	4	-3
COc1cc(NC(=O)CCNS(=O)(=O)c2ccc3c(c2)CCC(=O)N3)cc(OC)c1	i	-4	-2	0.3	-2	0.7	0	-10	-9
Cc1nn(CC(=O)NC2(C#N)CCCCC2)c(C)c1[N+](=O)[O-]	i	1	-2	-0.2	-4	2.5	2	4	-1
COc1ccc(OC)c(NC(=O)CN2C(=O)NC3(CCCc4ccccc43)C2=O)c1 (configuration not stated)	i	1	-2	0.0	-11	-0.1	3	-11	-4

As a short view, some entries already given.
SMILES	Neddylation inh	CSN deneddyl inh	bovine MsrA act	Tb MetRS inh	E coli Lon inh	MsrA inh	Rin1 Abl inh	PABP1 MLLE inh	FAS TE block
Clc1ccccc1Cn1nnc(-c2ccccc2)n1	i	-1	-4	-1.6	-8	1.3	2	0	0
O=C(CNc1ccc2ccccc2c1)N/N=C/C=C/c1cccc([N+](=O)[O-])c1	i	-6	-2	0.4	-19	-0.6	-3	9	5
Cc1cccc(NCc2ccccc2O)n1	i	2	-11	-0.6	1	0.5	-1	-9	-11
Cc1c(-n2c(SCC(=O)O)nnc2-c2ccccc2Br)c(=O)n(-c2ccccc2)n1C	i	0	-2	-0.3	-1	-1.2	1	4	-3
COc1cc(NC(=O)CCNS(=O)(=O)c2ccc3c(c2)CCC(=O)N3)cc(OC)c1	i	-4	-2	0.3	-2	0.7	0	-10	-9
Cc1nn(CC(=O)NC2(C#N)CCCCC2)c(C)c1[N+](=O)[O-]	i	1	-2	-0.2	-4	2.5	2	4	-1
COc1ccc(OC)c(NC(=O)CN2C(=O)NC3(CCCc4ccccc43)C2=O)c1 (configuration not stated)	i	1	-2	0.0	-11	-0.1	3	-11	-4

The list goes on.
SMILES	Neddylation inh	CSN deneddyl inh	bovine MsrA act	Tb MetRS inh	E coli Lon inh	MsrA inh	Rin1 Abl inh	PABP1 MLLE inh	FAS TE block
O=C(Nc1nccs1)c1cccc(N2C(=O)C3C4C=CC(C4)C3C2=O)c1 (configuration not stated)	i	-2	-7	-1.4	1	-0.6	0	0	-4
Cc1ccc(C)c(NC(=S)N/N=C/C(C)c2ccccc2)c1 (configuration not stated)	i	-2	1	-0.5	-3	0.0	1	-23	0
COc1ccccc1NC(=O)c1ccc2c(c1)N(CC(=O)NC(C)C)C(=O)C(C)(C)O2	i	6	-4	0.3	2	0.5	1	-14	-2
CCN(CC(=O)Nc1c(F)cccc1F)C(=O)c1cn2ccccc2n1	i	4	-6	-0.5	1	-0.4	0	12	-8
Cc1occc1-c1nnc(SCCNCCO)o1	i	-9	2	-0.8	16	0.6	1	-7	-5
C[C@H](O)CNC(=O)c1[nH]cnc1C(=O)Nc1cccc(Cl)c1	i	0	-2	-0.8	7	-0.6	-1	-2	-5
O=C(NCc1ccccc1)C1(C(F)(F)F)C/C(=C\CCO)CCCO1 (configuration not stated)	i	-4	-7	-0.5	2	2.4	3	1	-10
CCn1c(COc2ccccc2)nnc1SCC(=O)CC(=O)Nc1ccccc1OC	i	2	-2	-0.5	-11	0.2	-4	-41	0
CCOc1ccc(-c2nc(N)ncc2-c2ccccc2)c(O)c1	i	3	2	0.0	2	2.4	-3	-5	14
Cc1ccc(-n2c(N)c(C#N)c(-c3ccccc3)c(C#N)c2=O)cc1	i	0	-5	-1.1	5	4.9*	-3	3	-5
CCOc1ccc(S(=O)(=O)NCc2ccncc2)cc1NC(=O)c1ccccc1F	i	6	-8	-0.3	-3	1.1	-1	2	0
CC(=O)N1CCc2c(sc(NC(=O)CS(=O)(=O)c3ccc(F)cc3)c2C#N)C1	i	1	-7	-0.3	-6	1.0	0	7	-5
O=C(CC1OC(=O)c2ccccc21)c1ccco1 (configuration not stated)	i	3	-5	-0.2	-10	1.4	-2	3	-5
CSc1cccc(NC(=O)C2CCN(S(=O)(=O)c3ccc(F)cc3)CC2)c1	i	1	-6	-0.5	-9	0.2	-1	4	16
Cc1ccc(-c2[nH]c(=S)[nH]c(=O)c2C#N)cc1	i	-11	1	-0.6	1	3.4	-1	35	-8
CCN(CC)CCn1c(N)c(S(=O)(=O)c2ccccc2)c2nc3ccccc3nc21	.	13	-3	-0.2	-15	0.8	-2	-3	3
COCCNC(=O)C(c1ccc(C)cc1)N(C(=O)CCC(=O)Nc1ccccn1)c1cccc(C)c1 (configuration not stated)	i	2	-11	-0.6	-9	0.0	0	5	-8
O=C(NC(NC(=S)Nc1c(Cl)cccc1Cl)C(Cl)(Cl)Cl)c1cccc([N+](=O)[O-])c1 (configuration not stated)	i	2	-3	0.6	9	0.6	1	31	55*
CCCCNC(=O)C[C@@H]1C[C@@]2(C(=O)OCC)CCCC=C2N(Cc2ccc3c(c2)OCO3)C1=O	i	4	0	0.0	2	-1.6	.	.	-4
